A549 viability: kills or reduces viability of A549 cells in Nrf2 counter-screen. A549 ARE-Fluc cells, CellTiter-Fluor viability, 18-24 h. Potency, µM (highest dose often 46 µM), inactives show top-dose activity change, negative = cytotoxicity, hits mostly inhibitors. hit rate 0.16% among 390,000. AID 504648; further: potency means the concentration at half of the fitted maximal effect; on the % scale 0 is the no-effect control and ±100 the full control effect
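A549 ARE_Fluc cells in 5% FBS OPTI-MEM were exposed to compounds in concentration-response for 18-24 h at 37 deg C. Viability was read by CellTiter-Fluor fluorescence (Ex 405/Em 525) after 30 min, before the luciferase read.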
TGFb SMAD3 inh: inhibitors of TGF-b signaling. HepG2 CAGA-GFP TGF-b/SMAD3 reporter, GFP fluorescence, 18 h; TGF-beta stimulated, 500 pg/mL final. hit rate 1.2% among 410,000. AID 588855. Potency, µM (titrated, usually from 46.1 µM), inactives show at the top dose activity, negative = inhibition, usual class: inhibitors; further: potency means the concentration at half of the fitted maximal effect; on the % scale 0 is the no-effect control and ±100 the full control effect; nearly all actives have a fitted effect of over 65% in size
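Cell-based qHTS in HEPG2 carrying a CAGA-GFP Smad reporter; compounds added before 500 pg/mL final TGF-beta, 18 h incubation at 37 degrees C, GFP fluorescence quantified per cell by imaging cytometry.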
MmCpn inh: blocks the Methanococcus maripaludis chaperonin Mm-Cpn; Potency, µM (doses to about 76.9 µM), for inactives: at the highest dose activity, negative = inhibition, hits mostly inhibitors; hit rate 0.031% among 330,000; purified Mm-Cpn ATPase, ADP Transcreener TR-FRET; further: potency means the concentration at half of the fitted maximal effect; on the % scale 0 is the no-effect control and ±100 the full control effect; nearly all actives have a fitted effect of over 80% in size
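Inhibition of chaperonin ATP hydrolysis is measured as reduced ADP production, detected by competitive TR-FRET in which signal falls with ADP. Final enzyme 25 nM and ATP 10 uM, reacted 30 min at 37°C.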
Nrf2 block: Nrf2 pathway inhibition. A549 ARE-Fluc reporter, luciferase luminescence, 18-24 h. Potency, µM (titrated, usually from 46 µM), for inactives: at the highest dose activity change, negative = inhibition, usual class: inhibitors. hit rate 2.1% among 360,000; further: potency means the concentration at half of the fitted maximal effect; on the % scale 0 is the no-effect control and ±100 the full control effect; nearly all actives have a fitted effect of over 60% in size
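Nrf2 activity is the BugLite luminescence, read 15 min after reagent at room temperature, following CellTiter-Fluor cytotoxicity readout (30 min, 37C). Compound titrations were applied for 18-24 h to 5000 A549 ARE_Fluc cells/well in 5% FBS OPTI-MEM.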
HepG2 viability: counter-screen for TGF-b inhibitors: cytotoxicity in HepG2 cells; Potency, µM (series often up to 46.1 µM), for the others: top-dose activity change, negative = cytotoxicity, actives largely listed as cytotoxic; HepG2 CAGA-GFP viability, ATP luminescence, 18 h; hit rate 0.76% among 410,000; AID 588856; further: potency means the concentration at half of the fitted maximal effect; some results filed as inactive show a strong effect at the top dose
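CellTiter-Glo luminescence gave cytotoxicity after 18 hours at 37 degrees C. The cells were HepG2 CAGA-GFP in 1% FBS DMEM, stimulated with 500 pg/mL TGF-beta after compound addition. %Activity was normalised to no-cell wells (complete cell-killing) and DMSO (no toxicity), and curves were fitted and classified.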
CCT modulator: changes cytosolic chaperonin activity; purified chaperonin ATPase assay, HTRF ADP detection, 30 min; activity change, % (concentration not given with the values), hits read low; hit rate 0.3% among 360,000; in the data active means activity change below about -30%; further: on the % scale 0 is the no-effect control and ±100 the full control effect
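Enzyme 40 or 20 nM (batch-dependent) in Tris pH 7.4/KCl/MgCl2/DTT; cpd 76 uM single point; ATP 10 uM; 30 min 37 °C; Transcreener ADP HTRF detection, 30 min RT; ratio 665/615.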
Nrf2 activator: activates Nrf2 signaling; AREc32 ARE-luciferase reporter (MCF7-derived line), luminescence, 24 h; Potency, µM (titrated, usually from 46.1 µM), for inactives: top-dose activation, hits mostly activators; hit rate 0.31% among 410,000; further: potency means the concentration at half of the fitted maximal effect; % of control where 0% means no effect; nearly all actives have a fitted effect of over 65% in size
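Quantitative high-throughput format: AREc32 reporter cells, 1000 per well, received compound by pin transfer and were incubated 24 hr at 37 deg C, 5% CO2, before Steady-Glo luminescence detection.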
Abeta rescue: compounds reversing amyloid beta toxicity in yeast. yeast expressing A-beta42, growth rescue, OD600, 48 h; response scale: 0% DMSO, 100% iron-clioquinol control. Potency, µM (top dose mostly 46.1 µM), for inactives: at the highest dose growth rescue, usual class: activators. hit rate 0.063% among 410,000. AID 1347071; further: potency means the concentration at half of the fitted maximal effect; nearly all actives have a fitted effect of over 55% in size
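Growth rescue measured by 600 nm absorbance after 48 h yeast culture at 30 C with compound. Values normalized between DMSO and an equimolar ferric chloride plus clioquinol control.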
Akt phos inh: blocks phosphorylation of Akt | hit rate 0.32% among 360,000 | Neuro2A IGF-stimulated pAkt S473 HTRF, 20 min; active compounds read low | activity change, % for hits at 50 µM | AID 651550; in the data active means activity change below about -80%; inconclusive means mostly about -51% to -80%; further: on the % scale 0 is the no-effect control and ±100 the full control effect
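Neuro2A cells (4,500/well, DMEM with 0.5% FBS) were treated with compound at a single 50 µM final concentration, stimulated with 6 nM IGF for 20 min at 37 °C, and lysed. Phospho-Akt Ser473 was read by HTRF as 665/615 ratio ×10^4.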
* hit, by the source's call; i = inactive; ? = inconclusive; · = no result given; & = joins results of further samples; [ ] = another dose, or the depositor's remark. Unless noted, the call rests on the fitted dose curve; in most records, active means well fitted curve in the direction sought with a large enough effect; inconclusive means small, poorly fitted or top-dose-only effect, or another doubt; inactive means no such curve, though single readings can be large; an effect the other way counts as inactive or inconclusive.

SMILES	A549 viability	TGFb SMAD3 inh	MmCpn inh	Nrf2 block	HepG2 viability	CCT modulator	Nrf2 activator	Abeta rescue	Akt phos inh
CCn1c(SCC(=O)N2CCCC2)nc2c1c(=O)n(C)c(=O)n2C	4%	30%	0%	·	7%	-0.5	0.2%	-1%	i
O=S(=O)(N/N=C/c1cccnc1)c1ccc(Cl)c(Cl)c1	9%	29%	-1%	9%	-13%	0.3	-0.2%	15%	i
CCCCOc1ccc(C(=O)NCC(=O)NCCOc2ccccc2OC)cc1	-1%	-9%	-2%	8%	-7%	-2.0	-0.6%	-3%	i
CCCCNc1nc(Oc2ccc(=O)[nH]n2)nc(N(C)C)n1	2%	7%	·	10%	1%	·	2.3%	-8%	·
N#Cc1nc(-c2ccc(COc3ccccc3)o2)oc1NCc1cccnc1	-2%	-9%	·	?	-20%	·	1.3%	2%	·
CCN(CC)CCN(C(=O)C1=COCCO1)c1nc2ccc(C)cc2s1	3%	0%	3%	21%	-30%	0.0	-0.9%	6%	i
CCOC(=O)c1c(-c2ccc(OC)cc2)csc1NC(=O)CNCc1ccco1	1%	3%	-1%	0%	-15%	-0.1	3.5%	1%	i
O=C(Cn1cncn1)NCc1cccc(OC(F)F)c1	4%	0%	0%	2%	18%	-3.3	-0.5%	-11%	i
S=c1[nH]nc(-c2ccc(Cl)cc2Cl)n1Cc1ccccc1	6%	?	-1%	-22%	-34%	-3.4	2.9%	-41%[inhibitor]	i
Cc1ccc(-c2nc(C)c(CCNC(=O)C(=O)Nc3ccc4c(c3)OCO4)s2)cc1	-2%	2%	·	·	11%	·	0.5%	-13%	·
Cc1ccc(N(CC(=O)NC(C)C)C(=O)CCC(=O)Nc2ccccn2)c(C)c1	·	3%	·	·	-1%	-0.7	-0.2%	14%	i
COc1ccc(C(=O)N2CCc3cc(OC)c(OC)cc3C2c2ccc(OC)c(OC)c2)cc1OC (stereo not given)	5%	16%	1%	-21%	2%	-2.1	-0.1%	-10%	i
c1ccc2c(c1)CCN(c1nc3cc4c(cc3s1)OCCO4)C2	-20%	-18%	-16%	?	-60%	-2.2	4.7%	-61%[inhibitor]	i
CCN(CC)S(=O)(=O)c1ccc2oc(C(=O)Nc3ccc(Br)cc3F)c(C)c2c1	-2%	0%	·	·	-2%	·	-1.0%	2%	·
CCN(Cc1ccncc1)C(=O)c1cc(COc2ccc(OC)cc2Cl)on1	15%	-4%	2%	?	-38%	-0.6	5.2%	-10%	i
Cc1cccc2sc(NC(=O)CSc3cn[nH]n3)nc12	-16%	4%	2%	17%	-3%	-0.5	4.7%	-14%	i
CS(=O)(=O)N1CCCCC1c1cc(C(=O)NCc2ccc(Cl)c(Cl)c2)no1 (stereo not given)	·	0%	·	·	-12%	-1.0	2.7%	-2%	i
O=C1C=CC(=O)N1c1ccc(Nc2ccccc2)cc1	3%	-6%	·	-21%	-7%	0.5	1.4%	-90%[inhibitor]	i
CCN(CC)C(=O)C1CC(=O)OC12CCCCC2 (stereo not given)	0%	4%	1%	6%	-23%	-1.3	-0.3%	-1%	i
COc1cc2c(cc1OC)C(c1ccccc1N)=NCC2	-8%	4%	-1%	6%	-2%	0.7	-0.3%	2%	i
Cc1ccc(C)c(N2CCN(C(=O)CCS(=O)(=O)c3ccc4c(c3)NC(=O)CO4)CC2)c1	-10%	?	2%	8.2µM*	-3%	-0.8	-1.2%	3%	i
O=C1NNC(=O)C1c1ccccc1	1%	15%	1%	7%	9%	-1.3	-0.3%	-22%	i
COc1ccc(-n2c(SCC(=O)Nc3ccc4c(c3)OCO4)nc3c(c2=O)SCC3)cc1	-3%	-12%	-1%	-21%	-3%	-2.6	-0.9%	4%	i
NC(=O)C1CCN(C(=O)CCSc2ccc(Cl)cc2)CC1	1%	4%	1%	8%	5%	1.4	1.3%	5%	i
CC1(C)CC(c2nc(-c3ccc(Cl)cc3)cs2)CCS1 (stereo not given)	?	?	1%	·	1%	-1.5	0.2%	10%	i
CSCC(C)N1CCC(n2nccc2NC(=O)CCCc2ccccc2)CC1 (stereo not given)	1%	22%	0%	9%	5%	0.8	0.1%	-2%	i
O=C(CSc1nc2ccc(Cl)cc2[nH]1)NCCc1ccc(Cl)cc1	8%	?	-1%	?	-1%	0.7	3.6%	0%	i
C=Cc1ccc(Cn2c(=O)n(-c3cccc(Cl)c3)c(=O)c3c4c(sc32)CN(C(C)=O)CC4)cc1	1%	-26%	·	?	-20%	·	6.4%	-1%	·
COc1ccccc1CNC(=O)CCn1c(=O)c2ccccc2n(CC(=O)Nc2cccc(Cl)c2)c1=O	1%	-52%	·	?	-17%	·	0.3%	-6%	·
CCOC(=O)C(NC(=O)c1ccc(Cl)cc1Cl)(Nc1ccc(C)cc1)C(F)(F)F (stereo not given)	10%	-17%	1%	9%	-42%	0.5	12%	1%	i

Gathered by group, the compounds so far with fluorine (3)
SMILES	A549 viability	TGFb SMAD3 inh	MmCpn inh	Nrf2 block	HepG2 viability	CCT modulator	Nrf2 activator	Abeta rescue	Akt phos inh
O=C(Cn1cncn1)NCc1cccc(OC(F)F)c1	4%	0%	0%	2%	18%	-3.3	-0.5%	-11%	i
CCN(CC)S(=O)(=O)c1ccc2oc(C(=O)Nc3ccc(Br)cc3F)c(C)c2c1	-2%	0%	·	·	-2%	·	-1.0%	2%	·
CCOC(=O)C(NC(=O)c1ccc(Cl)cc1Cl)(Nc1ccc(C)cc1)C(F)(F)F (stereo not given)	10%	-17%	1%	9%	-42%	0.5	12%	1%	i

Next structures follow:
SMILES	A549 viability	TGFb SMAD3 inh	MmCpn inh	Nrf2 block	HepG2 viability	CCT modulator	Nrf2 activator	Abeta rescue	Akt phos inh
CC1=C(C(=O)OC(C)C)C(c2cccs2)n2ncnc2N1 (stereo not given)	-2%	2%	-1%	?	-30%	-0.4	-0.6%	6%	i
COc1ccc(C(=O)N/C(=C\c2cn(C)c3ccccc23)C(=O)N2CCN(C)CC2)cc1	2%	2%	0%	20%	-4%	-1.1	0.3%	1%	i
CC(=O)Oc1ccc2ccccc2c1C(NC(=O)Cc1ccccc1)c1ccccc1Cl (stereo not given)	?	?	0%	?	-27%	-4.5	0.0%	11%	i
Cc1cc(-c2ccccc2)nc2oc(C(=O)NN)c(N)c12	0%	?	0%	?	-25%	-1.0	9.1%	2%	i
O=C(CCCc1ccccc1)N=C1SC2CS(=O)(=O)CC2N1c1ccccc1 (stereo not given)	3%	3%	0%	?	5%	0.4	0.1%	-20%	·
COc1ccccc1C(=O)N(Cc1nc(-c2cccc(C)c2)no1)C(C)C	-7%	-11%	·	-28%	-18%	·	0.5%	-1%	·
Cc1ccc2c(=O)cc(C(=O)Nc3c(C(=O)c4ccc(F)cc4)oc4ccccc34)oc2c1C	0%	-2%	·	-2%	-8%	·	-0.6%	-17%	·
Cc1nn(CC(=O)N2CCc3ccccc3C2)c(C)c1[N+](=O)[O-]	-1%	-2%	1%	5%	-7%	-0.1	-0.2%	-15%	i
CCCCN1C(=O)C(=O)N(CC(=O)Nc2ccc(C(N)=O)cc2)C1=O	1%	11%	-4%	10%	-21%	0.0	-0.4%	-9%	i
O=C(Nc1cc(Cl)ccc1O)c1snnc1-c1ccccc1	?	?	2%	?	-5%	-0.1	27%	8%	i
CCOc1ccc(NC(=O)N(C2CCCCCC2)C2CCN(C(C)=O)CC2)cc1	-2%	3%	1%	-6%	-1%	-0.8	0.1%	-5%	i
CCOC(=O)c1cc(NC(=O)c2ccccc2)c(=O)oc1-c1ccccc1	9%	24%	3%	12%	-40%	-2.6	2.1%	11%	i
O=C(c1ccc(NS(=O)(=O)c2ccccc2)cc1)N1CCCCCC1	-1%	0%	-1%	-23%	-11%	-3.8	3.1%	8%	i
O=C(CC1(O)C(=O)Nc2ccccc21)c1ccccc1O (stereo not given)	-9%	0%	1%	-10%	4%	0.2	3.4%	-2%	i
O=C(NC(C(=O)c1ccccc1)N1CCOCC1)c1ccccc1 (stereo not given)	-2%	-23%	1%	28%	-4%	-3.0	2.3%	14%	i
CC(Sc1ccccc1)C(=O)Nc1cccc(N(C)S(C)(=O)=O)c1 (stereo not given)	6%	-2%	·	1%	-12%	-0.2	-0.1%	-3%	i
Cc1ccc(Nc2nc(C)cc(C)c2C#N)c(C)c1	·	-6%	·	·	4%	-2.8	4.5%	-4%	i
COc1ccc(C(=O)NNC(=O)c2ccc3ccccc3c2)cc1	1%	-1%	·	-11%	-3%	-1.7	-1.0%	14%	i
CCO[C@@H]1OC(C(=O)N2CCOCC2)=C[C@H](C)[C@H]1CCCO	-9%	?	·	0%	3%	-2.2	-0.3%	-5%	i
Cc1ccc(NC(=O)C2CCN(S(=O)(=O)c3ccc4c(c3)CCCC(=O)N4)CC2)c(Br)c1	-3%&2%	-17%&0%	-1%	-8%	0%&-9%	-2.2	-0.5%&1.0%	-12%&3%	i
Nc1nc(N)nc(-c2cc([N+](=O)[O-])ccc2O)n1	-4%	?	-1%	-23%	-37%	-1.4	-0.3%	-9%	i
Cc1cc(=O)oc2cc(OC(C)C(=O)Nc3nccs3)ccc12 (stereo not given)	·	-6%	-13%	0%	-13%	-2.0	0.1%	-18%	i
Cc1nc(Sc2nnnn2C)c2c3c(sc2n1)CCC3	?	?	-2%	·	13%	-14	10%	-25%	i
CC(C)Sc1nnc([C@H](Cc2ccccc2)NC(=O)OC(C)(C)C)o1	9%	14%	2%	1%	14%	-3.0	-0.1%	12%	i
COCCn1c(C)cc(C(=O)COC(=O)c2[nH]c(C)c(C(C)=O)c2C)c1C	-14%	-22%	0%	23µM*	-25%	-0.6	2.4%	-3%	i

Screening results from PubChem.
